# Fh CTSL1 inh: Fasciola hepatica cathepsin L1 inhibitors, primary screen, counter-screen for PFM18AAP inhibitor project, biochemical, QFRET, fluorogenic peptide substrate; actives 0.49% (n = 300,000); inhibition, % at 5.96 µM; recombinant F. hepatica cathepsin L1, Z-Leu-Arg-MCA fluorescence;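 active means inhibition above the mean of all tested compounds plus 3 SD, set per screening campaign, cut at about 17% in these data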;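 further: 0% = plate median of test compound wells and 100% = 1 µM Z-Phe-Ala-diazomethylketone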
# PP1 inh: PP1-alpha phosphatase inhibitors, primary screen, counter-screen for PP5 inhibitor project, biochemical, fluorescence, OMFP substrate, single point; Serine/threonine-protein phosphatase PP1-alpha catalytic subunit (Homo sapiens), P62136; purified PP1alpha; inhibition, % at 6.7 µM; actives 0.9% (n = 320,000);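 active means inhibition above the mean inhibition of all tested compounds plus 3 SD, computed separately for each screening campaign, cut at about 15% in these data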
# Target sequence (P62136 whole entry, looked up): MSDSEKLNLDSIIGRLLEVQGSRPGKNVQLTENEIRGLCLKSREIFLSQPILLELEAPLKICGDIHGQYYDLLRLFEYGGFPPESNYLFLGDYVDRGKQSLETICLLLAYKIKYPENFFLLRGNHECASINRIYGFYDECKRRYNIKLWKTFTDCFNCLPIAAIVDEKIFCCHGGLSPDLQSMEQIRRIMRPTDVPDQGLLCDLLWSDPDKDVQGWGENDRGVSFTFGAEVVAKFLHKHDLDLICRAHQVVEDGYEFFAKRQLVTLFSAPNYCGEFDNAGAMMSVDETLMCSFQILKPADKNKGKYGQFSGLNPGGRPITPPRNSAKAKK
# AHR act: AHR activators, primary screen, cell-based, luminescence, luciferase reporter, human; AHR-responsive luciferase reporter cells; activation, % at 5 µM; actives 2.5% (n = 320,000); in the data active means activation above about 47%;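 further: 0% = vehicle wells and 100% = reference agonist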
# PAFAH2 FP inh: PAFAH2 enzyme inhibitors, primary screen, biochemical, fluorescence polarization, human. Platelet-activating factor acetylhydrolase 2, cytoplasmic (Homo sapiens), Q99487. recombinant PAFAH2, FP-rhodamine activity probe. inhibition, % at 3.39 µM. actives 0.99% (n = 340,000). AID 492956, 2010;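 active means inhibition above the mean over all tested compounds plus 3 SD, cut at about 30% in these data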;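 further: inhibitors block probe labeling of enzyme so polarization drops; 0% = enzyme with DMSO and 100% = wells lacking PAFAH2 protein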
# procasp7 counter: procaspase-7 activators, primary screen, counter-screen for procaspase-3 activator project, biochemical, absorbance, HTS, human. recombinant procaspase-7, Ac-DEVD-pNA absorbance 405 nm; D23A/D198A/D206A triple mutant, cannot self-cleave; scale: DMSO 0, 5 µM enzyme 100. activation, % at 8.5 µM. actives 0.093% (n = 330,000);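 active means percent activation above the screen-wide mean plus 3 SD, cut at about 25% in these data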
# Target sequence (P55210 whole entry D23A/D198A/D206A): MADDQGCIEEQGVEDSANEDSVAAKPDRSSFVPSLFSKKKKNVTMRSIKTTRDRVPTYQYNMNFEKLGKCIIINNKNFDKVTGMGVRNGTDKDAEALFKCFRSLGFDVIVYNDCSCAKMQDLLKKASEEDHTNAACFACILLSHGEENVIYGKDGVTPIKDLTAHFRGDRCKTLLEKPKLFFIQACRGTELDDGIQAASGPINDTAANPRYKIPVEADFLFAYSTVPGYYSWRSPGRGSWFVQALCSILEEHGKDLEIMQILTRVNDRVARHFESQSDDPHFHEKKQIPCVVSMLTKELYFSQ
#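 Material: Procaspase-7 triple mutant (PC-7 D3A) | Quantity: 2 µM procaspase-7 mutant as dispensed | Reagent: DEVD-pNA substrate | Times: 1 h preincubation, 2 h reaction | Technique: 405 nm absorbance of p-nitroaniline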
# TPT1 inhibitor: Candida albicans TPT1 enzyme inhibitors, primary screen, biochemical, fluorescence polarization; actives 0.81% (n = 300,000); recombinant caTPT1, FP RNA substrate dephosphorylation; AID 1962, 2009; inhibition, % at 5 µM;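 active means inhibition above the mean of all tested compounds plus 3 SD, set per screening campaign, cut at about 24% in these data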;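 further: plate controls were DMSO alone for no effect and ferristatin control at 100 nM for full effect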
# PP5 inh: PP5 phosphatase inhibitors, primary screen, biochemical, fluorescence | purified PP5c, OMFP substrate fluorescence | inhibition, % at 6.7 µM | actives 0.18% (n = 320,000);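 active means inhibition above the campaign's mean inhibition across all tested compounds plus 3 SD, cut at about 9.5% in these data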;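 further: 0% = DMSO only and 100% = 100 µM cantharidin control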
# core dimer inh: inhibitors of HCV core protein dimerization, primary screen, biochemical, TR-FRET, high-throughput; actives 0.33% (n = 300,000); TR-FRET GST/Flag-core106 dimerization, 1536-well; inhibition, % at 5 µM;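 active means inhibition above the mean of all tested compounds plus 3 SD, set per screening campaign, cut at about 45% in these data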
#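 Assay system: Tagged HCV core106 pair (GST and Flag) | Buffer or medium: KF-containing HEPES buffer, pH 7.45, DTT, CHAPS, BSA | Also added: Eu donor and XL665 acceptor anti-tag antibodies | Dosing: One concentration, 5 µM, in 0.5% DMSO | Timing: 4 h at 22.5 °C | Technique: TR-FRET 671 and 617 nm emission | Repeats: Singlicate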
# proCasp3 act: activators of human procaspase-3 D3A mutant, primary screen, biochemical, absorbance, PC-3 D3A mutant, single concentration; Caspase-3 (Homo sapiens), P42574; AID 463141, 2010; actives 0.11% (n = 330,000); activation, % at 8.5 µM; recombinant procaspase-3 D3A, Ac-DEVD-pNA absorbance 405 nm;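 active means activation above the mean of all tested compounds plus 3 SD, cut at about 21% in these data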;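 further: 0% = DMSO alone and 100% = DMSO wells spiked with extra 5 µM PC-3 D3A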
# Target sequence (P42574 whole entry D9A/D28A/D175A): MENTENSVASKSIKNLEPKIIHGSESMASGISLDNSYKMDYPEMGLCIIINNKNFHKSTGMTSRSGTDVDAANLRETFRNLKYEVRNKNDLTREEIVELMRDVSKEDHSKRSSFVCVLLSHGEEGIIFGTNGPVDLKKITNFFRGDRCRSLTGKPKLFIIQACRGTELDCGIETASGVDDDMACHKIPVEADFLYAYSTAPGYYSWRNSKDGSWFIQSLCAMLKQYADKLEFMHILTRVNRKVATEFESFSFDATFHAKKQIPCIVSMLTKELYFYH
#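 Assay system – Procaspase-3 D3A mutant, all three cleavage aspartates alanine · Controls – DMSO-only low control, 5 µM PC-3 D3A high control · Schedule – 1 h compound preincubation, 2 h substrate hydrolysis at 25 °C · Signal – 405 nm absorbance of p-nitroaniline, reads at 0 and 120 min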
# Starred values were filed as active, the others as inactive; . = not tested or not shown.
SMILES,Fh CTSL1 inh,PP1 inh,AHR act,PAFAH2 FP inh,procasp7 counter,TPT1 inhibitor,PP5 inh,core dimer inh,proCasp3 act
CN(Cc1cccs1)C(=O)c1cccc(S(=O)(=O)N2CCCCCC2)c1,.,1,2,-3,3,.,3.0,.,6
CC1CCc2nc3sc4c(c3c(N)c2C1)CCCC4 (stereo unspecified),-5,2,5,-1,-7,0,3.2,-2,3
O=C(NCCO)C(=O)NCC1CCCN1S(=O)(=O)c1cccs1 (stereo unspecified),-2,-7,-2,-1,4,0,-1.8,3,-4
CCCCCCC(=O)Nc1ccc(C(=O)N/N=C/c2cccnc2)cc1,2,1,13,-14,12,-1,1.0,-9,-2
CCSc1nnc(NC(=O)CCC2CCCCC2)s1,-1,-3,1,8,10,-2,0.5,-2,-12
COC(=O)c1c(-c2c(Cl)cccc2Cl)noc1C(=O)NN,-3,0,1,6,6,0,-1.5,2,10
O=C(COc1ccc(S(=O)(=O)N2CCOCC2)cc1)Nc1ccccc1C(F)(F)F,5,-14,0,-2,5,0,2.6,-8,7
COC(=O)Nc1sc2c(c1C(=O)NC1CC1)CCCCCC2,-3,1,5,3,-2,-1,2.3,1,-3
Cc1ccc2oc(C(=O)N3CCN(Cc4nccn4C)CC3)c(C)c2c1,3,-3,3,6,-3,-2,1.6,-2,7
O=[N+]([O-])c1ccc(S(=O)(=O)Nc2cccc(-c3ccc(N4CCOCC4)nn3)c2)cc1,1,-2,2,2,-1,-3,3.1,4,0
CN(C(=O)Cc1c(C(=O)O)n(C)c2ccccc12)c1cccc(C(F)(F)F)c1,4,-4,1,4,2,-3,-0.8,7,9
Cn1c(N)c(C(=O)COC(=O)C2(c3cccc(F)c3)CCCC2)c(=O)n(C)c1=O,-2,1,-1,-4,12,-3,3.9,2,4
CCN(CC)c1ccc(/C=N\N2CCN(Cc3ccc(C)cc3)CC2)cc1,0,-1,6,0,0,0,0.9,-7,-5
CCCC(=O)Nc1nc2c(s1)COc1ccccc1-2,1,1,24,2,-4,-1,2.0,-6,1
O=C(O)c1ccccc1C(=O)Nc1nc(-c2ccc3ccccc3c2)cs1,2,7,3,-46,-10,3,1.1,12,-7
CCOC(=O)C1CCCN(C(=O)CNC(=O)c2nn(-c3ccc(OC)c(Cl)c3)c(=O)c3ccccc23)C1 (stereo unspecified),3,-1,0,-16,-1,-1,-3.5,3,-2
CC(C)NC(=O)Nc1ccc2c(c1)C(=O)N([C@H](C)CO)C[C@H](C)[C@@H](CN(C)S(=O)(=O)c1cn(C)cn1)O2,.,.,-2,-4,7,.,.,.,1
O=C(O)Cn1c(SC2CCCCC2)nc2ccccc21,-4,0,1,2,2,-6,2.8,-1,0
COc1cc(CC(=O)OCC(=O)Nc2ccccc2C#N)cc(OC)c1OC,.,9,11,5,-9,.,0.3,.,-13
Cc1nc2ccccc2c(=O)n1NC(=O)C1CC1C (stereo unspecified),-3,1,0,3,9,1,0.3,1,6
CC1Cc2ccccc2N1C(=O)CSc1ncccn1 (stereo unspecified),-4,-7,1,-4,0,-3,2.7,0,6
Cc1ccc(S(=O)(=O)Nc2c(C)n(C)n(-c3ccccc3)c2=O)cc1C(=O)OCC(=O)N1CCCC(C)C1 (stereo unspecified),-4,-6,-1,18,-3,-2,-0.6,6,5
Clc1ccc(NCc2cccnc2)c(Cl)c1,4,1,7,-4,9,-2,0.2,-4,0
CN(C)CCN1C(=O)C(O)=C(C(=O)c2cc3ccccc3o2)C1c1cccc(Br)c1 (stereo unspecified),3,8,8,16,-6,0,-0.1,-3,-10

# Arranged by the number under PAFAH2 FP inh (rising): three of the compounds above.
canonical_smiles	AHR act	PAFAH2 FP inh	TPT1 inhibitor	PP5 inh	core dimer inh	proCasp3 act
CC(C)NC(=O)Nc1ccc2c(c1)C(=O)N([C@H](C)CO)C[C@H](C)[C@@H](CN(C)S(=O)(=O)c1cn(C)cn1)O2	-2	-4	.	.	.	1
CCCC(=O)Nc1nc2c(s1)COc1ccccc1-2	24	2	-1	2.0	-6	1
Cc1nc2ccccc2c(=O)n1NC(=O)C1CC1C (stereo unspecified)	0	3	1	0.3	1	6

# (more compounds)
SMILES,Fh CTSL1 inh,PP1 inh,AHR act,PAFAH2 FP inh,procasp7 counter,TPT1 inhibitor,PP5 inh,core dimer inh,proCasp3 act
O=C(O)CN1C(=O)/C(=C\c2cc(Br)ccc2OCc2ccccc2F)SC1=S,3,16*,2,31*,-24,-3,0.4,9,-1
CCc1ccccc1NC(=O)c1cc2sccc2n1C,1,-2,64*,4,-1,-2,0.2,5,9
CCOC(=O)N1CCN(C(=O)CCn2nc(-c3ccccc3)ccc2=O)CC1,0,-4,-1,-3,2,0,0.4,-1,8
O=C(NCCCN1CCOCC1)C1(c2ccccc2)CCOCC1,-3,-4,-2,-5,-9,1,1.8,1,-5
O=C(NCCc1ccccn1)C1CCN(S(=O)(=O)c2ccc3ccccc3c2)CC1,1,-2,0,-1,2,-2,2.4,1,-9
Cc1ccc(S(=O)(=O)N2CCCC2)cc1C(=O)NCCOc1ccccc1,.,1,1,5,-2,.,3.2,.,12
O=C(Cn1cnc([N+](=O)[O-])n1)N/N=C/c1ccc2ccccc2c1,2,-1,19,6,0,-1,4.5,3,6
CCCCOCCCNC(=O)c1ccc2c(c1)OCO2,-3,-2,13,-1,12,0,0.6,2,0
CC(C)c1ccc(CCNC(=O)CCNS(=O)(=O)c2ccc(Br)cc2)cc1,.,-2,3,-3,6,.,1.0,.,5
O=C(CSc1ccccn1)Nc1nc2ccccc2s1,-3,1,4,-2,6,3,1.2,9,-1
CN(C)S(=O)(=O)c1cccc(NC(=O)COC(=O)CCOc2ccccc2)c1,-15,-2,-1,-2,3,-6,3.3,-8,8
CCOC(=O)c1ccc(CNC(=O)C2CCC(=O)N(CCc3ccccc3)C2)o1 (stereo unspecified),0,-1,2,6,7,-1,-3.6,-3,10

# PAFAH2 FP inh, entries above that show a hit.
SMILES	AHR act	PAFAH2 FP inh	TPT1 inhibitor	PP5 inh	core dimer inh	proCasp3 act
O=C(O)CN1C(=O)/C(=C\c2cc(Br)ccc2OCc2ccccc2F)SC1=S	2	31*	-3	0.4	9	-1

# Fetched one by one from the entries so far:
SMILES,Fh CTSL1 inh,PP1 inh,AHR act,PAFAH2 FP inh,procasp7 counter,TPT1 inhibitor,PP5 inh,core dimer inh,proCasp3 act
O=C(O)CN1C(=O)/C(=C\c2cc(Br)ccc2OCc2ccccc2F)SC1=S,3,16*,2,31*,-24,-3,0.4,9,-1
CC(C)c1ccc(CCNC(=O)CCNS(=O)(=O)c2ccc(Br)cc2)cc1,.,-2,3,-3,6,.,1.0,.,5

# (list continues)
SMILES,Fh CTSL1 inh,PP1 inh,AHR act,PAFAH2 FP inh,procasp7 counter,TPT1 inhibitor,PP5 inh,core dimer inh,proCasp3 act
COc1ccccc1N(CC(=O)NCCC1=CCCCC1)S(=O)(=O)c1ccccc1,6,-1,2,1,4,-3,2.7,11,6
O=C(CSc1nc2cc3c(cc2c(=O)n1CCC1=CCCCC1)OCO3)NCc1ccco1,-1,-1,-1,13,9,1,0.2,2,-5
N#Cc1cc(N)c(Nc2ccccc2)cc1C#N,4,5,-3,7,6,-1,2.4,-6,0
COc1ccc(C(=O)NC2CCN(C(=O)NCc3ccccc3)CC2)cc1,0,-2,0,1,-2,4,1.8,2,-6
O=C(NCc1ccco1)/C(=C\c1ccco1)NC(=O)c1ccco1,5,-2,2,9,0,-4,0.8,-3,-10
CCOc1ccc(C(=O)NCC(=O)Nc2ccncc2)cc1OCC,.,0,1,6,-9,.,1.3,.,5
CCCn1c(=O)c2c(nc3n2CCS3)n(C)c1=O,7,-4,1,3,-5,3,-1.5,1,-5
CNC(=O)CS(=O)CC(=O)Nc1cc(OC(C)C)c(Cl)cc1Cl (stereo unspecified),-1,-3,-1,6,4,1,3.5,0,4
Nc1nnc(CCOc2ccc(Cl)cc2)s1,-3,4,-2,4,6,-4,3.2,0,1
O=C(OCc1nnc(-c2ccccc2)o1)C1CC(=O)N(c2ccccc2)C1 (stereo unspecified),-38,1,6,-3,5,1,3.1,-7,-5
COC(=O)Nc1snnc1C,-1,-2,1,2,9,0,2.9,2,10
COc1ccc(N2CCN(C(=O)CCc3nnc4ccc(N5CCOCC5)nn34)CC2)cc1,-3,-4,0,-1,8,1,-0.1,-5,4

# Full records from above. Values in the order: Fh CTSL1 inh | PP1 inh | AHR act | PAFAH2 FP inh | procasp7 counter | TPT1 inhibitor | PP5 inh | core dimer inh | proCasp3 act
# CN(C(=O)Cc1c(C(=O)O)n(C)c2ccccc12)c1cccc(C(F)(F)F)c1 is listed with 4 | -4 | 1 | 4 | 2 | -3 | -0.8 | 7 | 9
# CCOC(=O)c1ccc(CNC(=O)C2CCC(=O)N(CCc3ccccc3)C2)o1 (stereo unspecified) is listed with 0 | -1 | 2 | 6 | 7 | -1 | -3.6 | -3 | 10
# CCOC(=O)N1CCN(C(=O)CCn2nc(-c3ccccc3)ccc2=O)CC1 is listed with 0 | -4 | -1 | -3 | 2 | 0 | 0.4 | -1 | 8

# (more compounds)
SMILES,Fh CTSL1 inh,PP1 inh,AHR act,PAFAH2 FP inh,procasp7 counter,TPT1 inhibitor,PP5 inh,core dimer inh,proCasp3 act
COCCn1nnnc1C(c1cc2cc(C)ccc2[nH]c1=O)N1CCCCCC1 (stereo unspecified),4,-4,9,2,-21,-2,-0.7,3,6
O=C(COC(=O)c1cc(=O)[nH]c2ccccc12)Nc1ccc(F)cc1F,.,.,11,-1,6,.,.,.,4
CC1CCCC(NC(=S)NC(=O)c2ccccc2Br)C1C (stereo unspecified),-2,3,2,0,10,-2,3.0,-3,3
Cc1cc(Br)ccc1OCC(=O)NNC(=O)CCc1ccccc1,-21,-1,2,5,1,1,-1.7,1,-5
CCc1nc2ccc(C(=O)N(CC)CC(=O)Nc3c(F)cccc3F)cc2nc1CC,.,-4,0,0,-2,.,-1.7,.,-2
COCCn1c(COc2ccc(Cl)cc2)nnc1SCC(N)=O,0,-2,-3,16,6,1,-1.8,4,4

# High-throughput results: PubChem, The Scripps Research Institute Molecular Screening Center

# Rows are unselected, and some 5.6% of all compounds hit somewhere here.
